# Source: PubChem BioAssay
# Giardia FBPA inh – inhibitors of Giardia lamblia fructose-1,6-bisphosphate aldolase; AID 2451; 0.71% of 290,000 active; purified Giardia FBPA; A8B2U2; Potency, µM (doses to about 59.6 µM), for the others: top-dose activity, negative = inhibition, hits mostly inhibitors; further: potency means the concentration at half of the fitted maximal effect; nearly all actives have a fitted effect of over 55% in size
# Target sequence (A8B2U2 whole entry, looked up): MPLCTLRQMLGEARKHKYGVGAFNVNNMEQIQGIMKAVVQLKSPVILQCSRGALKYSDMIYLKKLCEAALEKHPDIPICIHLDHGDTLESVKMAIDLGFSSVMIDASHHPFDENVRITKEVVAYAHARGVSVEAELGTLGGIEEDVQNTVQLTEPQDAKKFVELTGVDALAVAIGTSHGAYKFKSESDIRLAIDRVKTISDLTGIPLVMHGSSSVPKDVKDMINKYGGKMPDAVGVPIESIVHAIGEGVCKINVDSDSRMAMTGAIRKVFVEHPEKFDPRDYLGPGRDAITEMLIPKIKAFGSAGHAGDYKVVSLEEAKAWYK
#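 40 nM FBPA preincubated 10 min at RT with compound (up to 57.5 uM final), then substrate plus GAPDH/TPI/NAD/arsenate coupling and diaphorase/resazurin added. Fluorescence read after 20 min at RT, 525/598 nm.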
# AmpC detergent – inhibitors of E. coli AmpC beta-lactamase with detergent; Potency, µM (series often up to 114 µM), inactives show at the top dose activity change, negative = inhibition, usual class: inhibitors; 0.041% of 370,000 active; P00811; AID 485294; AmpC hydrolysis of nitrocefin, absorbance 480 nm, 0.01% Triton;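 further: potency means the concentration at half of the fitted maximal effect; 0% = no-compound wells and -100% = no-enzyme wells; nearly all actives have a fitted effect of over 25% in size; some results filed as inactive show a strong effect at the top dose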
# Target sequence (P00811 whole entry, looked up): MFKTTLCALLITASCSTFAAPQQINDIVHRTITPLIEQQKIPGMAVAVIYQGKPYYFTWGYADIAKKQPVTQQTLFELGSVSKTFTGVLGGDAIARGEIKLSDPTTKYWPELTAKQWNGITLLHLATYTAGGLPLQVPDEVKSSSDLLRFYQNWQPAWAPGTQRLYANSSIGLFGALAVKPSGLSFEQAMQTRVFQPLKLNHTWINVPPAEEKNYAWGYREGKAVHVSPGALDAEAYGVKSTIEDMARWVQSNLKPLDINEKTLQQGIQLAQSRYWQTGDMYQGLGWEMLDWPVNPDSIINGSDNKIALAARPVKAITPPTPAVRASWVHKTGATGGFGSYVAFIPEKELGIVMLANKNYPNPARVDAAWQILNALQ
#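 20 mM phosphate pH 7.0 + 0.01% (detergent screen) or 0.0001% Triton X-100; 5.3 nM AmpC reagent; cpd preinc 15 min RT; nitrocefin (800 uM stock) to start; A480 q20 s × 4 min; Activity was normalised to no-enzyme and no-compound control wells.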
# HCV inhibitor – inhibitors of hepatitis C virus infection. Huh7.5.1 HCVcc-Cre infection, luciferase reporter, 44 h. Potency, µM (top dose mostly 41.8 µM), inactives show at the top dose activity change, negative = inhibition, most hits filed as inhibitors. 3.4% of 340,000 active; further: potency means the concentration at half of the fitted maximal effect
#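 HCVcc-Cre virus at an moi near 0.5 was added right after compound to cells cultured 4 h from seeding (1,000 cells/well). Luciferase activity was determined 44 h later, 15 min after substrate addition at RT.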
# Sm TGR block – S. mansoni TGR enzyme inhibition; Q962Y6; purified TGR, DTNB reduction, TNB absorbance 405 nm; Potency, µM (top dose mostly 114 µM), for the others: at the highest dose activity change, negative = inhibition, hits mostly inhibitors; 3% of 360,000 active; AID 485364; further: potency means the concentration at half of the fitted maximal effect; nearly all actives have a fitted effect of over 60% in size
#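 First, TGR (20 nM dispensed) and NADPH were mixed with compound. Second, a 15 min room-temperature incubation followed. Third, further NADPH and then DTNB were added to start the reaction. Finally, TNB absorbance was monitored kinetically.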
# AmpC inh no detg – inhibitors of E. coli AmpC beta-lactamase without detergent | P00811 | AmpC nitrocefin hydrolysis, absorbance 480 nm, 0.0001% Triton | Potency, µM (highest dose often 57.1 µM), inactives show top-dose activity change, negative = inhibition, actives largely listed as inhibitors | 0.52% of 330,000 active | AID 485341;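 further: potency means the concentration at half of the fitted maximal effect; plate controls were no compound for no effect and no enzyme for full effect; nearly all actives have a fitted effect of over 20% in size; some results filed as inactive show a strong effect at the top dose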
#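 AmpC (5.3 nM in the dispensed reagent) in 20 mM phosphate pH 7.0 with 0.01% (detergent screen) or 0.0001% Triton X-100 was preincubated with compounds for 15 min at room temperature. Nitrocefin was then added from an 800 uM solution, and hydrolysis was followed at 480 nm.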
# HCMV antiviral – blocks human cytomegalovirus replication. HFF cells, HCMV-luciferase reporter, 72 h; stronger effect = lower value. activity change, negative = inhibition, % at 57.5 µM. 4.5% of 410,000 active. AID 1259415; in the data active means activity change below about -60%; inconclusive means no clear call, values can overlap the other calls; inactive means above about -39%
#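 After 16 h attachment at 37C, HFF cells received test compound and HCMV-luciferase (1 PFU/cell); reporter luminescence read 72 h later, data normalized against buffer-only and known inhibitor Salinomycin.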
# Starred values were filed as active, the others as inactive; u = inconclusive; x = no result given; & = joins results of further samples; [ ] = dose if it differs, or a comment. Unless noted, the call rests on the fitted dose curve; in most records, active means well fitted curve in the direction sought with a large enough effect; inconclusive means small, poorly fitted or top-dose-only effect, or another doubt; inactive means no such curve, though single readings can be large; an effect the other way counts as inactive or inconclusive. Unless noted, on the % scale 0 is the no-effect control and ±100 the full control effect.
(1) COc1ccccc1NC(=O)c1cc2ccc3cccnc3c2[nH]1
(2) COc1ccc(NC(=O)COc2ccccc2F)cc1S(=O)(=O)N1CCCCC1
(3) Cc1cccc2c(=O)c(C(=O)NCCCN3CCOCC3)c[nH]c12
(4) Cc1ccc(-n2c(=O)c3cccnc3n2CC(=O)Nc2cc(C)cc(C)c2)cc1
(5) COc1ccc(-n2cc(CN(C)C(C)c3ccncn3)c(-c3cccc(F)c3)n2)cc1 (stereo unspecified)
(6) CCCCC(=O)Nc1ccc2c(c1)nc(CCN1CCOCC1)n2C
assay / entry	1	2	3	4	5	6
Giardia FBPA inh	x	x	7%	x	-9%	-7%
AmpC detergent	7%	u	u	-3%	-7%	-14%
HCV inhibitor	x	u	4%	x	u	9%
Sm TGR block	20%	-29%	2%	-1%	-15%	-5%
AmpC inh no detg	x	-33%	-2%	x	154%[activator]	-11%
HCMV antiviral	79	-3	-1	-19	-17	26

(7) O=C(NCCCN1CCOCC1)c1cccc(S(=O)(=O)NCc2ccccc2)c1
(8) CCN1C(=Nc2ccc(Cl)cc2)SC/C1=C\C(=O)OC
(9) CCCNC(=O)C1CC(=O)N(c2ccc(OCc3ccc(F)cc3)cc2)C1 (stereo unspecified)
(10) COc1ccccc1C(=O)OCC(=O)NC12CC3CC(CC(C3)C1)C2
(11) Cc1cc(=O)oc2c(C(=O)c3ccccc3)c(OCC(N)=O)ccc12
(12) Cc1cccc(C)c1OCC(O)CNS(=O)(=O)c1ccccc1C(=O)N1CCOCC1 (stereo unspecified)
assay / entry	7	8	9	10	11	12
Giardia FBPA inh	x	0%	4%	x	3%	0%
AmpC detergent	u	-10%	-11%	0%	1%	-4%
HCV inhibitor	24%	-21%	-8%	-3%	3%	-9%&-13%
Sm TGR block	3%	u	-10%	0%	5%	-14%
AmpC inh no detg	-14%	-8%	7%	-6%	-5%	36%
HCMV antiviral	-13	52	142	-7	-7	-20

# Rewritten with two lines to a compound: entries from further up
# Sequence of screens: Giardia FBPA inh, AmpC detergent, HCV inhibitor, Sm TGR block, AmpC inh no detg, HCMV antiviral
(2) COc1ccc(NC(=O)COc2ccccc2F)cc1S(=O)(=O)N1CCCCC1
→ x, u, u, -29%, -33%, -3
(3) Cc1cccc2c(=O)c(C(=O)NCCCN3CCOCC3)c[nH]c12
→ 7%, u, 4%, 2%, -2%, -1
(4) Cc1ccc(-n2c(=O)c3cccnc3n2CC(=O)Nc2cc(C)cc(C)c2)cc1
→ x, -3%, x, -1%, x, -19
(5) COc1ccc(-n2cc(CN(C)C(C)c3ccncn3)c(-c3cccc(F)c3)n2)cc1 (stereo unspecified)
→ -9%, -7%, u, -15%, 154%[activator], -17
(6) CCCCC(=O)Nc1ccc2c(c1)nc(CCN1CCOCC1)n2C
→ -7%, -14%, 9%, -5%, -11%, 26
(7) O=C(NCCCN1CCOCC1)c1cccc(S(=O)(=O)NCc2ccccc2)c1
→ x, u, 24%, 3%, -14%, -13
(8) CCN1C(=Nc2ccc(Cl)cc2)SC/C1=C\C(=O)OC
→ 0%, -10%, -21%, u, -8%, 52
(9) CCCNC(=O)C1CC(=O)N(c2ccc(OCc3ccc(F)cc3)cc2)C1 (stereo unspecified)
→ 4%, -11%, -8%, -10%, 7%, 142
(10) COc1ccccc1C(=O)OCC(=O)NC12CC3CC(CC(C3)C1)C2
→ x, 0%, -3%, 0%, -6%, -7
(11) Cc1cc(=O)oc2c(C(=O)c3ccccc3)c(OCC(N)=O)ccc12
→ 3%, 1%, 3%, 5%, -5%, -7
(12) Cc1cccc(C)c1OCC(O)CNS(=O)(=O)c1ccccc1C(=O)N1CCOCC1 (stereo unspecified)
→ 0%, -4%, -9%&-13%, -14%, 36%, -20

# Further results follow:
(13) CCOc1cc(C2NN=C(c3ccc(C)cc3)S2)ccc1O (stereo unspecified)
(14) O=c1c2ccccc2c(-c2ccccc2)nn1Cc1c(Cl)cccc1Cl
(15) CSc1ncc(C(=O)NCCCc2ccccc2)c(C)n1
(16) O=C(Cn1cc2c(n1)CCCC2)NCCCN1CCN(Cc2ccccc2)CC1
(17) CCc1nn(CC(=O)N2CCN(CC)CC2)c(=O)c2cccn12
(18) COC(=O)c1cc2c(s1)-c1ccc(OC)cc1CC2
assay / entry	13	14	15	16	17	18
Giardia FBPA inh	-17%	5%	4%	0%	-4%	-7%
AmpC detergent	-8%	0%	-6%	u	u	-6%
HCV inhibitor	u	-20%	-6%	5%	14%	u
Sm TGR block	-2%	6%	0%	u	14%	7%
AmpC inh no detg	-28%	-19%	-10%	25%	-16%	-11%
HCMV antiviral	21	-12	u	12	1	42

(19) Cc1ccc(C)c(S(=O)(=O)N2CCN(c3nc(-c4cccnc4)nc4ccccc34)CC2)c1
(20) Cn1c(=NC(=O)c2cccc([N+](=O)[O-])c2)sc2ccccc21
(21) NC(=S)N/N=C/c1c(O)ccc2ccccc12
(22) NC(=O)CC(NC(=O)Cc1ccc(Cl)cc1)c1ccc(NC2CC3CCC2C3)c([N+](=O)[O-])c1 (stereo unspecified)
(23) FC(F)(F)c1ccc(CN2C[C@@H]3C(c4ccccc4)C4(c5ccccc5)CC3(C4)[C@H]2c2ccccc2)cc1 (stereo partly specified)
(24) O=CN1CCN(C(=O)c2ccc(-c3nc4ccccc4s3)s2)CC1
assay / entry	19	20	21	22	23	24
Giardia FBPA inh	x	1%	9%	15%	0%&4%	0%
AmpC detergent	8%	3%	-3%	-14%	-2%	6%
HCV inhibitor	11µM*	29%	u	8%	x	u
Sm TGR block	-2%	4%	1%	-15%	u	1%
AmpC inh no detg	-15%	-13%	-30%	20%	4%	145%[activator]
HCMV antiviral	20	225	u	-25	x	43

(25) C#CCNC(=O)C1=C[C@H](c2csc3ccccc23)C[C@H](OCCCCO)O1
(26) COc1ccc(C/C(N)=N/OC(=O)CCc2ccccc2)cc1
(27) COc1ccc(C(=O)Nc2ccccc2C(=O)N2CCCCCC2)cc1
(28) CC(=O)NC(Cc1cnc[nH]1)C(=O)O (stereo unspecified)
(29) COc1ccc(C(=O)Nc2nc(-c3ccc(OC)cc3)c(-c3ccc([N+](=O)[O-])cc3)s2)cc1
(30) COc1ccc(CC(=O)Nc2nnc(SCc3ccccc3)s2)cc1S(=O)(=O)N1CCOCC1
assay / entry	25	26	27	28	29	30
Giardia FBPA inh	-11%	-2%	6%	-10%	1%	7%
AmpC detergent	9%	-8%	1%	u	0%	-4%
HCV inhibitor	25%	0%	19%	12%	-20%	u
Sm TGR block	45µM*	2%	-10%	-2%	5%	-2%
AmpC inh no detg	109%[activator]	-11%	-10%	-10%	-25%	33%
HCMV antiviral	-38	12	u	27	-12	25

(31) CC(OC(=O)c1ccc(NS(=O)(=O)c2ccc3[nH]c(=O)[nH]c3c2)cc1)C(N)=O (stereo unspecified)
(32) CC(C)Cn1cnc2sc3c(c2c1=N)CCCC3
(33) Cn1cccc1C(=O)Nc1nc(-c2ccccn2)cs1
(34) COCCNS(=O)(=O)c1cc2[nH]c3c(c2cc1C)C(=O)CC(C)(C)C3
(35) CCC(C)NS(=O)(=O)c1ccc(OCC(=O)NCc2ccc3c(c2)OCO3)cc1 (stereo unspecified)
(36) CC(C)c1nnc(NC(=O)COc2ccccc2[N+](=O)[O-])s1
assay / entry	31	32	33	34	35	36
Giardia FBPA inh	3%	1%	u	12%	3%	3%
AmpC detergent	u	-6%	1%	-5%	0%	6%
HCV inhibitor	12%	-15%	14µM*	-16%	-10%	14%
Sm TGR block	2%	-5%	0%	1%	0%	17%
AmpC inh no detg	-16%	-13%	85%[activator]	-21%	-9%	-21%
HCMV antiviral	-16	-11	-88*	-23	-7	u

(37) Cc1ccc(CN2C(=O)NC(Cc3c[nH]c4ccccc34)C2=O)cc1 (stereo unspecified)
(38) O=C(NCC1CCOCC1)c1cc(COc2ccc(F)cc2F)on1
(39) Cc1cc(OCC(=O)NCC2CCC(C(=O)O)CC2)c2c(C)c(Cc3ccccc3)c(=O)oc2c1 (stereo unspecified)
(40) COc1ccc(CCNC(=O)c2cnc3scc(C)n3c2=O)cc1OC
(41) COCCn1c(SCC(=O)N2CCCC2)nnc1C(C)C
(42) CCc1ccc(/C=N/NC(=O)c2cc(C)on2)s1
assay / entry	37	38	39	40	41	42
Giardia FBPA inh	1%	x	-6%	-3%	-2%	0%
AmpC detergent	-11%	4%	-15%	7%	-7%	-7%
HCV inhibitor	4%	-5%	-14%	-3%	10%	7%
Sm TGR block	-7%	0%	32µM*	-4%	0%	-1%
AmpC inh no detg	-28%	22%	15%	8%	-8%	-19%
HCMV antiviral	-22	u	-10	101	-19	-24

(43) Cc1ccc(NS(=O)(=O)c2ccc(Cl)c(NC(=S)NC(=O)C3CCCCC3)c2)cc1Cl
(44) COc1ccc(CCN2CC(C(=O)N3CCCCCC3)CCC2=O)cc1 (stereo unspecified)
(45) CCn1c(/C=C/c2ccc(F)cc2)nc2ccccc2c1=O
(46) O=C(CN1CCCC1)Nc1c(Cl)cccc1Cl
(47) Cc1cccc(C2c3[nH]c4ccccc4c3CCN2C(=O)Cc2nc(-c3ccccc3)n[nH]2)n1 (stereo unspecified)
(48) c1ccc2sc(C3CCCNC3)nc2c1 (stereo unspecified)
assay / entry	43	44	45	46	47	48
Giardia FBPA inh	-5%	x	13%	5%	-10%	-9%
AmpC detergent	1%	-4%	u	-9%	7%	-1%
HCV inhibitor	11µM*	20%	-4%	8%	u	4%
Sm TGR block	-1%	-5%	-2%	0%	4%	-33%
AmpC inh no detg	-48%	20%	15%	-10%	45%	-11%
HCMV antiviral	13	17	-36	26	40	29

(49) O=C(Nc1nccs1)c1ccc(S(=O)(=O)N2CCCCC2)cc1
(50) COCCNC(=O)CNC(=O)c1nn(-c2ccc(OC)c(Cl)c2)c(=O)c2ccccc12
(51) CCCc1nnc2n1N=C(c1ccc(OC)c(OC)c1)CS2
(52) COc1ccc(S(=O)(=O)N2CCCCCC2)cc1C(=O)OCc1c(C)noc1C
(53) COC(=O)c1ccc(NC(=O)CSc2nncn2C)cc1
(54) CC(C)CN(CCCNC(=O)c1cn(C)c2ccc(S(=O)(=O)N(C)C3CCCCC3)cc2c1=O)CC(C)C
assay / entry	49	50	51	52	53	54
Giardia FBPA inh	-1%	-8%	-1%	4%	7%	x
AmpC detergent	u	-8%	-7%	-14%	u	3%
HCV inhibitor	11%	7%	4%&16%	-19%	3%	x
Sm TGR block	-1%	2%	-25%	1%	-1%	8%
AmpC inh no detg	-24%	13%	-11%	81%[activator]	-8%	x
HCMV antiviral	38	-7	293	68	10	2

(55) C[n+]1ccc(C(=O)N/N=C/c2ccco2)cc1
(56) Cc1ccc(NC(=O)CSc2nnc(-c3ccncc3)o2)cc1C
(57) CCOC(=O)c1sc(N2C(=O)c3oc4ccc(F)cc4c(=O)c3C2c2ccc(O)cc2)nc1C (stereo unspecified)
(58) CCN1C(=O)c2ccccc2Sc2ccc(NC(=O)Cc3ccc(OC)cc3)cc21
assay / entry	55	56	57	58
Giardia FBPA inh	u	-1%	x	x
AmpC detergent	u	6%	20%	-5%
HCV inhibitor	5%	2%	x	x
Sm TGR block	-3%	18%	8%	6%
AmpC inh no detg	-17%	-14%	x	x
HCMV antiviral	u	-11	0	11
